p53ts 32C kill: p53ts cell cytotoxicity, permissive temperature | H1299-p53A138V at 32C, ATP luminescence viability, 24 h | Potency, µM (series often up to 46.1 µM), without a hit: top-dose activity change, negative = cytotoxicity, hits mostly cytotoxic | 0.93% of 130,000 active | AID 924;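 also: 0% = DMSO and -100% = full killing by reference compound; nearly all actives have a fitted effect of over 55% in size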
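Cells: H1299 p53ts (A138V), 600/well, pre-incubated 16–30 h at 37C. Cpd up to 46 uM, 24 h, 32C. Readout: ATPlite luminescence, 20 min RT. Normalization: DMSO vs tamoxifen 100 uM. AC50 by Hill equation.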
Peg3 imprint: induces erasure of genomic imprints in mouse ES cells. Potency, µM (top dose mostly 60.7 µM), inactives show at the highest dose activity change, positive = activation, hits mostly activators. 0.02% of 110,000 active. mouse ES Peg3-LacZ reporter, beta-gal luminescence, 40 h;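 also: 0% = negative control wells on the plate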
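Imprint erasure is scored as LacZ activity from the silenced maternal Peg3 allele in feeder-free female ES cells cultured 40 h with LIF. Luminescence is normalized to in-plate negative controls and fitted to the Hill equation.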
p53ts 39C tox: cytotoxicity in p53ts cells at nonpermissive temperature; H1299-p53A138V viability at 39C, ATP luminescence, 24 h; Potency, µM (highest dose often 46.1 µM), for inactives: top-dose activity change, negative = cell killing, hits mostly cytotoxic; 1.5% of 130,000 active; also: nearly all actives have a fitted effect of over 55% in size
IkB sig inh: inhibitors of IkB signaling in ABC-DLBCL cells; Potency, µM (top dose mostly 57.1 µM), for inactives: at the top dose IkBa stabilization activation; ABC-DLBCL IkBa-CBG/CBR dual luciferase ratio, 4 h; response scale: scaled: untreated 0%, proteasome inhibitor 100%; 0.04% of 110,000 active; active = well fitted curve in the direction sought with a large enough effect in the signal ratio, not every such curve was filed as active; inconclusive = small, poorly fitted or top-dose-only effect, or a change in a side signal; the % refers to the signal ratio;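 also: the direction sought is a rising ratio; 0% = basal untreated cells and 100% = reference inhibitor full response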
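Curves were fitted separately to fusion (green), unfused (red) and ratio luminescence, then classed by r2, magnitude and activity. Cells: OCI-Ly3, 4 h compound plus doxycycline at 37C; 10 uM MG-132 defined full response.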
The depositor's hits bear a star; ? = inconclusive; nt = no result given; & = joins results of further samples; [ ] = remark or other dose. Unless noted, calls follow the shape of the dose curve; as a rule, active = well fitted curve in the direction sought with a large enough effect; inconclusive = small, poorly fitted or top-dose-only effect, or another doubt; inactive = no such curve, though single readings can be large; an effect the other way counts as inactive or inconclusive. Unless noted, % is scaled to controls: 0 for no effect and ±100 for the full control effect; potency is read from the fitted curve at half-maximal effect.

SMILES | p53ts 32C kill | Peg3 imprint | p53ts 39C tox | IkB sig inh
CC(SCC(=O)Nc1ccc(S(=O)(=O)N2CCCCC2)cc1)C(=O)O (centres undefined) | -6% | -6% | -6% | -10%
Cc1ccc(C)c(OCCn2cc(C(=O)c3cccs3)c3ccccc32)c1 | 5% | -12%[10.9 µM] | 15% | ?
N#CCCn1cc(C(CC(=O)c2ccc(Br)cc2)C(=O)O)c2ccccc21 (centres undefined) | 0% | 6% | -8% | 9.7%
Nc1c(C(=O)Nc2ccccc2)nnn1Cc1ccc(F)cc1Cl | -6% | 11%[10.9 µM] | ? | -2.5%
Cc1oc(-c2cccc(Cl)c2)nc1CN1CCC(C(=O)NC(C)C)CC1 | 10% | 3%[10.9 µM] | -7% | 0.1%
NCCCCCCNS(=O)(=O)c1ccc2c(Cl)cccc2c1 | 17% | -17% | 32µM* | ?
Cc1ccc(CNC(=O)c2ccc(CSCc3c(F)cccc3Cl)o2)cc1 | 4% | -16%[10.9 µM] | ? | ?
c1ccc2c(c1)oc1c(N3CCOCC3)ncnc12 | 7% | -22% | -6% | -2.9%
COc1ccc(N2CCN(C(=O)C(OC(C)=O)c3ccccc3)CC2)cc1 (centres undefined) | -2% | -4% | 19% | -2.0%
COc1ccccc1NC(=O)c1cc2c(n(-c3ccc(C)cc3)c1=O)CC(C)(C)CC2=O | -2% | -11%[10.9 µM] | 4% | -2.1%
CC(C)[C@H](NC(=O)NCCc1ccc(Cl)cc1)C(=O)O | 3% | -5% | 12% | -1.4%
Cc1ccc2c(=O)cc(C(=O)Nc3sc4c(c3C(=O)NCc3cccnc3)CCCC4)oc2c1C | 5% | 13%[10.9 µM] | 8% | -0.8%
COc1nc(NC23CC4CC(CC(C4)C2)C3)nc(OC)n1 | 10% | -14% | 8% | -2.7%
CC(C)(c1ccc(O)cc1)c1ccc(O)cc1 | 4%&0%[1.84 µM] | -9%&-6% | 0%&1% | 1.1%&1.9%
CC(=O)c1cccc(Nc2ccc3cc(S(=O)(=O)N4CCCC4)ccc3n2)c1 | 1% | -12%[10.9 µM] | -6% | -1.5%
O=C1c2ccccc2C(=O)c2c(NC3CCCCC3)ccc(Nc3ccc(S(=O)(=O)O)cc3)c21 | -9%[9.22 µM] | 0%[10.9 µM] | 2%[9.22 µM] | 4.5%[11.4 µM]
Oc1ccc(Cn2c(-c3ccc(O)cc3)nc3ccccc32)cc1 | -1%[9.22 µM] | -7%[10.9 µM] | 12%[9.22 µM] | 0.1%[11.4 µM]
COC(=O)c1sc(=S)sc1C(=O)OC | 1% | 19% | 3% | 2.3%
COc1ccc(-c2cccc(NS(=O)(=O)c3cc(C(F)(F)F)ccc3Cl)c2)nn1 | -8% | -4%[10.9 µM] | -7% | ?
O=C1Nc2ccccc2C12OCCS2 (centres undefined) | 11% | 4% | 4% | -1.4%
CC(=O)N(C[C@@H](C)C(=O)O)c1c(I)cc(I)c(N)c1I | -2%[20.6 µM] | 8%[16.8 µM] | 0%[20.6 µM] | 1.3%[25.6 µM]
CC1CCn2c(nc3cc(C(=O)NCc4ccc(OC(C)C)cc4)ccc32)C1 (centres undefined) | -9% | -14%[10.9 µM] | 1% | ?
O=c1c2oc3ccccc3c2n(Cc2ccc(Cl)cc2)c(=O)n1Cc1ccco1 | 1% | 6%[10.9 µM] | 2% | -1.7%
CCCCCCc1cc2cc(-c3nnc(-c4cccc(Cl)c4)o3)c(=O)oc2cc1O | 39%[activator] | -8%[10.9 µM] | 7% | 59%
Cc1ccc(S(=O)(=O)CCC(=O)OCC(=O)N2CC(=O)Nc3ccccc32)cc1 | 17% | -6% | -1% | -1.2%
C=CCNc1nc2c(c(=O)[nH]c(=O)n2C)n1Cc1cccc(C)c1 | 6.3µM* | -26% | 7.9µM* | 2.8%
CCOc1cccc(NC(=O)C2CC(=O)N(C)C2)c1 (centres undefined) | 7% | 7% | 11% | 0.0%
Cc1c(NC(=O)c2cccc3c(Cl)cccc23)cccc1-c1nc2ccccc2o1 | -6% | 9%[10.9 µM] | -1% | 0.8%
Cc1ccc(NC(=O)c2nnn(Cc3ccccc3)c2N)cc1C | -3% | -15%[10.9 µM] | -8% | -1.2%
CCOc1ccc(OCC)c(NC(=O)C2CCCN(c3nc(C)cc(C)n3)C2)c1 (centres undefined) | -7% | nt | -2% | -0.1%
O=C(NCc1ccc2c(c1)OCO2)c1ccccn1 | -8% | -37%[inhibitor] | 4% | 0.3%
Cc1ccc(NS(=O)(=O)c2ccc(OCC(=O)NCc3ccco3)cc2)cc1 | 6% | -1% | -1% | ?
C=CCC1C=CC(OC(=O)OCC)C(COC(=O)OCC)O1 (centres undefined) | 9%[9.22 µM] | nt | 3%[9.22 µM] | nt
Cc1cc(=O)oc2c1c(C)nn2-c1nn[nH]n1 | 2% | -6% | 7% | 1.4%
CCOc1ccc2nc(N3CCCC(C(=O)NCc4ccccc4OC)C3)sc2c1 (centres undefined) | -5% | 7%[10.9 µM] | ? | -1.1%
COC(=O)c1c(-c2cccs2)csc1NC(=O)COc1ccccc1 | ? | -6%[10.9 µM] | ? | -2.0%
CCCCN(CC)CCCNC(=O)c1nn(C)c2c1CSc1ccccc1-2 | 8% | 3%[10.9 µM] | 12% | 2.3%
CCCCNC(=O)C1CCCN(S(=O)(=O)c2ccc(-n3cnnn3)cc2)C1 (centres undefined) | -3% | -8% | 3% | 2.0%
Cc1ccc(C)c(NC(=O)Cn2nc(C)c3nn(-c4ccc(Cl)cc4)c(C)c3c2=O)c1 | -17% | -8%[10.9 µM] | -16% | 2.8%
CN(c1ccc(C(=O)O)cc1)S(=O)(=O)c1ccc(Cl)cc1 | 8% | -11% | 1% | 1.9%
COc1ccc(OC)c(NC(=O)C2CCCCC2C(=O)O)c1 (centres undefined) | -5% | 1% | 4% | 0.4%
Cc1cccc(Cn2cc3c(=O)n(CC(=O)Nc4c(C)cccc4C)nc-3c3cc(F)ccc32)c1 | 7% | 4%[10.9 µM] | -17% | ?
Cc1cccc(-c2nc3scc(CCNS(=O)(=O)c4c(C)noc4C)n3n2)c1 | -2% | -6%[10.9 µM] | -2% | -1.6%
C=CCn1c(SCC(=O)NCCCC)nc2scc(-c3ccco3)c2c1=O | -4% | -11% | 9% | ?
O=C(NCc1cccs1)c1ccc2c(c1)N(Cc1ccccc1Cl)C(=O)c1ccccc1S2 | 0% | -13%[10.9 µM] | -10% | ?
CC(=O)c1c(C)[nH]c(C(=O)OCn2nnc3ccccc3c2=O)c1C | -10% | -19% | 13% | 1.9%
Cc1cccc(C(=O)Nc2ccc(-c3nc4cc(C(C)C)ccc4o3)cc2)c1 | -17% | -13%[10.9 µM] | ? | ?
c1ccc2c(N3CCNCC3)nc(-c3ccoc3)nc2c1 | -1% | -23% | 7% | -1.0%[11.4 µM]
CCOc1ccc(C)cc1S(=O)(=O)NC1CCCCC1 | 21% | -19% | 10% | -3.7%
CN(CCCC(=O)Nc1ccncc1)S(=O)(=O)c1ccc(Cl)cc1 | 4% | nt | 3% | 9.3%
CCOC(=O)c1ccccc1NC(=O)CN1C(=O)CC(c2ccco2)Sc2ccccc21 (centres undefined) | 11% | -12%[10.9 µM] | -7% | ?
CCCCc1c(O)nc(SCC(=O)NCC2CCCO2)[nH]c1=O (centres undefined) | 2% | -5% | -2% | 0.6%
CC(=O)c1c(C)[nH]c(C(=O)COC(=O)CNS(=O)(=O)c2ccccc2)c1C | -19% | 6% | -18% | -1.6%
COc1cccc(NC(=O)N2CCN(c3ccc(C(F)(F)F)cn3)CC2)c1 | -4% | -29% | -7% | 1.6%
CCn1cc(/C=C(\NC(=O)c2cc(OC)c(OC)c(OC)c2)C(=O)NCCCn2ccnc2)c2ccccc21 | -6% | -5%[10.9 µM] | 21% | 1.3%
O=C(CSc1nc2c(cnn2-c2ccc(F)cc2)c(=O)[nH]1)N1CCCCC1 | 1% | 1% | 12% | 2.1%
CC(C)(C)OC(=O)N1CCC(c2c(C(=O)NCCc3ccccc3)cnn2-c2ccc(F)cc2)CC1 | 8% | -8%[10.9 µM] | 0% | 0.5%
CCCNc1nc(N2CCOCC2)nc(N2CCOCC2)n1 | 0% | 3% | 19% | 1.1%
CCOC(=O)c1c(C)[nH]c(C)c1S(=O)(=O)N1CCCC(C(=O)Nc2ccc(C)c(N(C)C)c2)C1 (centres undefined) | 2% | -5%[10.9 µM] | -13% | 0.2%
CCOCCCNC(=O)CSc1ccccc1 | -7% | -3% | -1% | -0.5%
Following part
SMILES | p53ts 32C kill | Peg3 imprint | p53ts 39C tox | IkB sig inh
Cc1ccc(-c2nn(-c3ccccc3)cc2/C=C(\C#N)c2cccc(C#N)c2)o1 | -1% | -14% | 5% | 1.0%
Cc1ccc(S(=O)(=O)C(CNC(=O)c2ccc(C(F)(F)F)cc2)c2ccco2)cc1 (centres undefined) | 2% | -11%[10.9 µM] | -17% | 0.2%
COC(=O)c1cc2oc3ccccc3c2n1Cc1c(F)cccc1Cl | 5% | -6%[10.9 µM] | -11% | ?
O=C(NCc1ccco1)Nc1cccs1 | -8% | -35%[inhibitor] | 8% | ?
CCn1c(SCc2c(F)cccc2Cl)nc(=O)c2c(C(=O)OC)cc(C3CC3)nc21 | 55%[activator] | 5%[10.9 µM] | 46% | ?
CCN1CCN(c2ncnc3c2oc2nc(C(C)C)c4c(c23)CCC4)CC1 | 0% | -1% | 0% | -3.8%
COCCNC(=O)c1cnc2sc(N3CCC(C)CC3)nn2c1=O | -1% | 5%[10.9 µM] | 5% | -3.5%
CCOC(=O)c1c(C)[nH]c(C(=O)Nc2ccc3c(c2)OCO3)c1C | -21% | -72%[inhibitor] | ? | 2.8%
COCC(=O)Nc1nc2n(n1)C(c1ccccc1Cl)CC(c1ccc(OC)cc1)N2 (centres undefined) | 8% | -10% | 4% | 2.2%
Cc1ccc2c(CC(=O)NCC3COc4ccccc4O3)coc2c1 (centres undefined) | 8% | -8% | 6% | 4.6%
N#Cc1cn(Cc2ccccc2)c2ccccc12 | -4% | -8% | -5% | 2.5%
Cc1ccc(NC(c2ccc(Cl)cc2)c2nnc(-c3cccc(F)c3)o2)cc1C (centres undefined) | 16% | -11%[10.9 µM] | 8% | ?
COc1ccc(NC(=O)C(C)Oc2ccc(/C(C)=N\O)cc2)cc1 (centres undefined) | 28% | -10% | 15% | 3.8%
CC(=O)c1ccc(Nc2cc(C)nc3nc(Cc4ccc(Cl)cc4)nn23)cc1 | 6% | ? | ? | ?
O=C(Nc1ccc(F)cc1F)N1CCc2c(sc3c2CCCC3)C1c1ccc(F)cc1 (centres undefined) | 5% | 17%[10.9 µM] | -2% | -0.4%
O=C(CSc1nc2ccccc2o1)Nc1ccccc1N1CCCCCC1 | 20% | -24% | -26% | ?
S=c1[nH]nc(COc2ccc3c(c2)OCO3)n1-c1ccccc1 | -1% | -1% | 13% | -0.1%
CCCOc1ccc(C(=O)Nc2nonc2-c2ccc(OCC)cc2)cc1 | 6% | -13%[10.9 µM] | 0% | 0.5%
COc1ccc(-c2csc3nc(-c4ccc(F)cc4)oc(=O)c23)cc1OC | -3% | 22%[10.9 µM] | 11% | ?
CCOC(=O)COc1cccc2c(=O)n(CC(=O)NCc3ccc4c(c3)OCO4)ccc12 | -5% | -8% | 57%[activator] | -5.2%
CC1(C)CC(=O)c2cc(OCC(=O)O)ccc2O1 | -6% | 10% | -9% | -1.5%
COc1ccccc1C(=O)Nc1c(C(=O)Nc2ccc(C)cc2)oc2ccccc12 | -5% | -5%[10.9 µM] | 13% | ?

Source: PubChem (National Center for Advancing Translational Sciences (NCATS))
